RMI FANCM FP – disruptors of RMI1/RMI2 association with MM2 peptide – biochemical, fluorescence polarization, human, primary screen; FP signal (polarization) at 33 µM; 0.58% of 70,000 active; AID 1159607, 2016; RMI core complex (RMI1/RMI2) binding to FANCM MM2 peptide, human; RMI core complex with F-MM2 peptide; active compounds read low; in the data active = FP signal below about 40; also: inactives centre near 61; strong numbers were not always called active; unit not given here
* marks the source's active call; other numbers are inactive results; & = joins results of further samples. Not all compounds are listed, so the mix of outcomes need not match the whole.

entry | molecule | RMI FANCM FP
1 | CCOc1ccc(C(=O)NCC2CCN(C3CCCC3)CC2)cc1OCC | 77
2 | O=C(Nc1ccc2ccccc2c1)/C(=C\C=C\c1ccccc1)NC(=O)c1ccccc1Cl | 53
3 | COC(=O)c1ccc(C)c(-n2c(N)c(C(N)=O)sc2=S)c1 | 63
4 | CCCS(=O)(=O)N1CCCC(c2nnc(Cc3ccc(F)cc3)o2)C1 (stereo unspecified) | 61
5 | Cc1nnc2sc(SCC(=O)N3CCC(C)CC3)nn2c1=O | 61
6 | Cc1ccc(NC(=O)c2ccn(C)n2)c(C(=O)c2ccccc2)c1 | 72
7 | CCn1c(=S)[nH]c2sc(C)c(C)c2c1=O | 55
8 | O=S1(=O)CC(Sc2cccs2)c2ccccc21 (stereo unspecified) | 53
9 | O=C(Cc1cc(=O)[nH]c(SCC(=O)Nc2ccccc2F)n1)NCc1cccs1 | 61
10 | O=C(CNC(=O)C12CC3CC(CC(C3)C1)C2)N/N=C/c1cccs1 | 61
11 | C=CCN(CC=C)S(=O)(=O)c1ccc(C(=O)N=c2sc3c(C)cc(C)cc3n2C)cc1 | 87
12 | CC12CCC(C/C1=N/Nc1nc(O)c(C3=c4ccccc4=NC3=O)s1)C2(C)C (stereo unspecified) | 62
13 | CC(C)(C)c1nnc(Nc2ccc([N+](=O)[O-])cc2)[nH]c1=O | 52
14 | O=C(Nc1ccc(F)cc1)N1CCC(c2nnc(C3CC3)o2)CC1 | 66
15 | O=C(NCC1(c2cccs2)CCCC1)c1ccco1 | 68
16 | CCCCCn1c(SCC(=O)N2CCC(C(F)(F)F)CC2)n[nH]c1=O | 54
17 | Cc1nc2ccc(NS(=O)(=O)Cc3ccccc3)cc2c(=O)n1-c1ccc(F)cc1 | 59
18 | CCc1nnc2ccc(N3CCN(S(=O)(=O)c4cccc(F)c4)CC3)nn12 | 66
19 | Cc1cccc2sc(NC(=O)c3ccccc3Cl)nc12 | 61
20 | N#Cc1c(Cl)cccc1N1CCC(C#N)CC1 | 52
21 | Cc1cc(C(=O)Nc2nnc(-c3ccc(S(C)(=O)=O)cc3)o2)no1 | 63
22 | Cc1nc(-c2ccc(F)cc2)sc1CCNS(=O)(=O)c1ccc(Cl)s1 | 58
23 | COc1ccc(NC(=O)c2cnc(SCC(=O)Nc3cc(C)on3)n(C)c2=O)cc1 | 58
24 | O=C(NCCN1CCOCC1)C(=O)NCCN1CCN(c2ccccc2F)CC1 | 62
25 | O=C(Cc1ccc(F)cc1)Nc1nnc(-c2cccs2)o1 | 53
26 | O=S(=O)(Nc1ccc(Cl)cn1)c1ccc2c(c1)OCCO2 | 67
27 | CCC(=O)O[C@H]1CCC2C3CCc4cc(O)ccc4C3CC[C@@]21C (stereo partly specified) | 62
28 | CSC1=NCCN1C(=O)c1ccc(F)cc1 | 60
29 | NNC(=O)c1cc(-c2ccccc2)n[nH]1 | 52
30 | NNC(=O)C1C(C(=O)NN)C1c1ccccc1 (stereo unspecified) | 58
31 | O=C(NCCn1nc(-c2cccnc2)ccc1=O)C1c2ccccc2Oc2ccccc21 | 68
32 | O=C(NCCc1cn2c(n1)SCC2)NC1CCCCC1 | 58
33 | O=C(Cc1ccc(F)cc1)NCCNC(=O)c1ccc(NC(=O)C2CC2)cc1 | 68
34 | Cc1nnc2ccc(N3CCN(S(=O)(=O)c4ccccc4Cl)CC3)nn12 | 66
35 | CCOc1coc(C(=O)Nc2cccc(C)c2C)cc1=O | 63
36 | CNc1cc(S(=O)(=O)N2CCCCC2)ccc1OC | 63
37 | O=C(Nc1ccc(N2CCCCC2=O)cc1)c1ccc(Br)o1 | 54
38 | CCOC(=O)c1oc2ccccc2c1NC(=O)/C=C\c1ccc2c(c1)OCO2 | 64
39 | CCOC(=O)c1cnc(-c2cccs2)nc1Nc1cccc(C(F)(F)F)c1 | 55
40 | O=c1c([N+](=O)[O-])c(O)c2cccc3c2n1CCC3 | 54
41 | Cc1cc(NC(=O)Cc2cccs2)n(-c2nc(-c3ccc(Cl)cc3)cs2)n1 | 71
42 | CCOc1ccccc1NC(=O)CN1CCN(Cc2nc(-c3ccccc3)cs2)CC1 | 59
43 | Cc1ccc(S(=O)(=O)NCC2CCN(C3CCCC3)CC2)cc1C | 74
44 | Cc1ccsc1/C=C1\SC(c2ccccc2)=NC1=O | 54
45 | CCOc1ccc(NC(=S)c2ccc3ccccc3n2)cc1 | 56
46 | CCOC(=O)N1CCN(C(=O)/C=C/c2cccs2)CC1 | 62
47 | CC(C)(c1ccccc1)c1cc(CN2CCOCC2)c(O)c(CN2CCOCC2)c1 | 54
48 | CC(C)N1CCC(CNS(=O)(=O)c2cccc3ccccc23)CC1 | 74
49 | COc1ccc(-n2c(C)nc3ccc(NC(=O)c4sc(-c5ccccc5)nc4C)cc3c2=O)cc1 | 62
50 | Cc1ccc(N=Nc2c(C)nn(-c3ccccc3)c2N)cc1[N+](=O)[O-] | 62

2 entries drawn at random from those above:
entry | molecule | RMI FANCM FP
48 | CC(C)N1CCC(CNS(=O)(=O)c2cccc3ccccc23)CC1 | 74
50 | Cc1ccc(N=Nc2c(C)nn(-c3ccccc3)c2N)cc1[N+](=O)[O-] | 62

Next records follow.
entry | molecule | RMI FANCM FP
51 | Nc1nc(SCC(=O)NCC2CCCO2)[nH]c(=O)c1NC(=O)c1ccc(F)c(F)c1 (stereo unspecified) | 68
52 | Cc1ccc(NC(=O)N2CCN(c3ccc4nncn4n3)CC2)cc1F | 73
53 | CCCNC(=C(C(=O)Nc1cccc(Cl)c1)C(=O)Nc1cccc(Cl)c1)c1ccc(OC)cc1 | 57
54 | O=c1[nH]ccc2c(O)cccc12 | 56&70
55 | N[C@@H](C(=O)N[C@@H]1C(=O)N2C(C(=O)O)=C(CSc3cn[nH]n3)CS[C@H]12)c1ccc(O)cc1 | 56
56 | COC(=O)c1ccc(NC(=O)c2ccc(=O)n(Cc3cccc(F)c3)n2)cc1 | 60
57 | CSc1sc(C(=O)O)c(C)c1C(C)=O | 51
58 | Cc1cc(C)c2sc(N(CCCN3CCOCC3)C(=O)c3ccnn3C)nc2c1 | 68
59 | O=C(CSc1ccc2nnc(CCNS(=O)(=O)c3ccccc3)n2n1)Nc1ccc([N+](=O)[O-])cc1 | 59
60 | CCN1CCCc2cc(CCNC(=O)C(=O)NCCOC)ccc21 | 13*
61 | Cc1sc(NC(=O)Cc2ccc(S(C)(=O)=O)cc2)c(C#N)c1C | 55
62 | CC1CCCC(C)N1Cc1c(O)ccc2c(=O)c(-c3ccc4c(c3)OCCO4)coc12 (stereo unspecified) | 58
63 | Cc1ccc(NC(=O)CCc2csc(NC(=O)c3ccc(=O)[nH]c3)n2)cc1Cl | 67
64 | CC(=O)N1CCN(c2c(C)cnc3c2c(=O)n(CC(=O)NCC2CCCO2)c(=O)n3C)CC1 (stereo unspecified) | 64
65 | O=C(CN1C(=O)CCC1=O)Nc1nnc(-c2ccc3c(c2)OCCO3)o1 | 60
66 | O=C(NCCCn1nc(-c2ccccc2)ccc1=O)c1ccc(F)cc1 | 68
67 | O=S1(=O)CC2SC(=S)N(Cc3ccccc3)C2C1 (stereo unspecified) | 60
68 | Cc1ccc2sc(C3=NN(C)C(O)(C(F)(F)F)C3)c(C)c2c1 (stereo unspecified) | 52
69 | COc1ccc(CNC(=O)NCc2nnnn2-c2ccc(Cl)cc2)cc1OC | 54
70 | COc1ccccc1N1CCN(CCNC(=O)COc2ccc(F)cc2)CC1 | 65
71 | CC(=O)Nc1cccc(NC(=O)C(=O)NC2CCCC2)c1 | 56
72 | COc1ccc(NC(=O)c2sccc2S(=O)(=O)N2CCN(c3ccccc3F)CC2)cc1 | 65
73 | CCS(=O)(=O)N1CCCc2ccc(NS(=O)(=O)Cc3ccc(Cl)cc3)cc21 | 72
74 | Nc1ccc2c(c1)CN(C(=O)c1ccco1)CC2 | 71
75 | COc1cccc(OC)c1C(=O)NCC(c1ccc2c(c1)CCN2C)N1CCOCC1 (stereo unspecified) | 66

Overlap with the part before: 6 entries, then new ones.
entry | molecule | RMI FANCM FP
70 | COc1ccccc1N1CCN(CCNC(=O)COc2ccc(F)cc2)CC1 | 65
71 | CC(=O)Nc1cccc(NC(=O)C(=O)NC2CCCC2)c1 | 56
72 | COc1ccc(NC(=O)c2sccc2S(=O)(=O)N2CCN(c3ccccc3F)CC2)cc1 | 65
73 | CCS(=O)(=O)N1CCCc2ccc(NS(=O)(=O)Cc3ccc(Cl)cc3)cc21 | 72
74 | Nc1ccc2c(c1)CN(C(=O)c1ccco1)CC2 | 71
75 | COc1cccc(OC)c1C(=O)NCC(c1ccc2c(c1)CCN2C)N1CCOCC1 (stereo unspecified) | 66
76 | CC(C)c1ccc(OCC(=O)Nc2c(C(N)=O)oc3ccccc23)cc1 | 54
77 | Nc1ccc(C(=O)O)cc1 | 54
78 | N#C/C(=C\c1ccccn1)c1nc(-c2ccc(Cl)cc2)cs1 | 55
79 | Cc1cc(O)c(C)c2c1C(=O)Oc1c(C)c(O)c(C(=O)O)c(C)c1O2 | 56
80 | S=c1[nH]cc2ccccn12 | 18*
81 | O=[N+]([O-])C1=Cc2cc(Cl)ccc2OC1c1ccccc1Cl (stereo unspecified) | 45
82 | CCCN1C(=O)C(C)(C)COc2ccc(NS(=O)(=O)c3cc(Cl)ccc3OC)cc21 | 68
83 | N#Cc1cc2c(nc1SCC(=O)O)CCC2 | 62
84 | Cc1cc(C)nc(SCCCNC(=O)Nc2cc(C)on2)n1 | 53
85 | CCOC(=O)C(=CNc1cc(C(F)(F)F)ccc1N1CCc2ccccc2C1)C(=O)OCC | 58
86 | Cc1nnc(C2CCCN(C(=O)c3cccs3)C2)s1 (stereo unspecified) | 61
87 | O=c1[nH]c(-c2ccccc2)cs1 | 61
88 | COc1ccc(-c2cc3c(SCC(=O)Nc4ccc(Cl)cc4C(F)(F)F)nccn3n2)cc1 | 96
89 | O=C(/C=C/c1ccc([N+](=O)[O-])s1)Nc1nc(-c2ccc([N+](=O)[O-])cc2)cs1 | 43
90 | Cc1[nH]c(=O)[nH]c(=O)c1CCc1nnc(SCC(=O)NCC2CCCO2)o1 (stereo unspecified) | 62
91 | CCOC(=O)Nc1sc(-c2ccccc2)cc1C(N)=O | 71
92 | Cc1c(C(=O)CC2OC(=O)C(Cl)=C2Cl)sc2ccc(Cl)cc12 (stereo unspecified) | 28
93 | O=C(O)C1CCN(S(=O)(=O)/C=C/c2ccccc2)CC1 | 64
94 | NS(=O)(=O)c1ccc(NC(=O)c2ccc3nccnc3c2)cc1 | 53
95 | N#Cc1c(N)[nH]c(=S)c(C#N)c1-c1ccccc1Cl | 65
96 | O=C(c1ccc(Cl)cc1)n1c(=O)oc2ccccc21 | 60
97 | CSc1sc([N+](=O)[O-])c2c1C(=O)CC(C)(C)C2 | 48
98 | COc1ccc2sc(N(CCN(C)C)C(=O)c3ccc(S(=O)(=O)N4CCc5ccccc54)cc3)nc2c1 | 75
99 | O=C(COc1cccc(C(F)(F)F)c1)Nc1ncc(Cc2cc(Cl)ccc2Cl)s1 | 116
100 | O=S(=O)(NCCCCN1CCN(c2ncccc2C(F)(F)F)CC1)c1ccc(Cl)cc1 | 52
101 | CCCCOc1ccc(S(N)(=O)=O)cc1 | 57
102 | COc1ccc(Cl)cc1C(=O)N1CCN(c2ccc3nnc(-c4ccco4)n3n2)CC1 | 63
103 | CC1(C)OC(=O)C(=Cc2ccc(Oc3ccccc3)nc2)C(=O)O1 | 61
104 | CN(C)S(=O)(=O)c1ccc(C(=O)NCCOc2cccc(C(F)(F)F)c2)cc1 | 61
105 | Cc1ccc(NC(=O)c2ccccc2C(F)(F)F)cc1N1CCCC1=O | 56
106 | CCC(C(=O)Nc1cc(-n2c(C)nc3ccccc3c2=O)ccc1F)c1ccccc1 (stereo unspecified) | 69
107 | CCOC(=O)CSc1nnc2c3ccccc3c3ccccc3c2n1 | 59
108 | COc1ccc2nc(N(CCCN(C)C)C(=O)c3cc(C)no3)sc2c1 | 80
109 | Cn1cnc(S(=O)(=O)Oc2ccc(Cl)cc2)c1 | 63
110 | CC(=O)c1ccc(S(=O)(=O)NCCn2ncccc2=O)cc1 | 64
111 | COc1ccc(S(=O)(=O)NCC(c2ccsc2)N2CCc3ccccc3C2)cc1Cl (stereo unspecified) | 63
112 | CCN1CCc2c(sc(NC(=O)C3CCCCC3)c2C(=O)OC)C1 | 73
113 | O=C(c1ccccc1OCc1ccccc1)C1OC1c1cc2ccccc2o1 (stereo unspecified) | 68
114 | O=C(Cc1cccs1)Nc1ccc2c(c1)N(C(=O)c1ccco1)CC2 | 71
115 | Cc1nnc(SCC(=O)NCc2ccco2)s1 | 72
116 | CCOC(=O)c1c(NC(=O)CCC(=O)Oc2ccc(C)cc2)sc2c1CCCC2 | 51
117 | C=CCNC(=O)C(=O)NCCC(c1ccccc1)c1ccccc1 | 64
118 | Cc1cc(=O)[nH]c(-n2nc(C)cc2NC(=O)c2cccc3ccccc23)n1 | 55
119 | COc1ccc(C(=O)NCc2nnc(SCc3cccc(C(F)(F)F)c3)n2-c2ccc(Cl)c(Cl)c2)c(OC)c1 | 59
120 | O=C(NCCc1ccc(Cl)cc1)C(=O)NCC(c1ccco1)S(=O)(=O)c1ccccc1 (stereo unspecified) | 57
121 | Oc1c(C(Nc2ccccn2)c2ccc3c(c2)OCO3)ccc2cccnc12 (stereo unspecified) | 64
122 | CN1CCN(c2nc3ccc(OC(=O)CN4C(=O)c5ccccc5C4=O)cc3s2)CC1 | 56
123 | COc1ccc(OCC(=O)N=Nc2c(O)[nH]c3c(Br)cc(Br)cc23)cc1 | 56
124 | COC(=O)[C@H](c1ccccc1Cl)N1CCc2sccc2C1 | 62
125 | CCCS(=O)(=O)C(C#N)c1ccccc1[N+](=O)[O-] (stereo unspecified) | 54

Following part:
entry | molecule | RMI FANCM FP
126 | COCCn1c(=NC(=O)c2ccno2)sc2cc(S(C)(=O)=O)ccc21 | 67
127 | O=C1C2CC3CC1(Br)CC(Br)(C2)C3=O | 61
128 | Cc1ccc(S(=O)(=O)N2CCCC(c3nnc(COc4ccccc4)o3)C2)c(C)c1 (stereo unspecified) | 64
129 | Cn1/c(=N\NC(=O)c2cccc3ccccc23)sc2ccccc21 | 57
130 | CCNC(=S)NNc1nc(N2CCCC2)nc(N2CCCC2)n1 | 54
131 | CCCN(CCC)c1ccc(C(=S)N2CCNCC2)cc1 | 64
132 | O=C(NCCn1ncc2c(N3CCN(c4ccccc4)CC3)ncnc21)c1cc(-c2ccccc2)on1 | 74
133 | c1nc(NN2CCCCC2)c2sccc2n1 | 56

Assay outcomes (PubChem BioAssay)
